Screening data as filed in PubChem.
D2 potentiator: positive allosteric modulators of human D2 dopamine receptor; P14416; HEK293 T-REx D2, calcium flux, EC20 dopamine potentiation; potentiation, % at 10 µM; actives 0.34% (n = 340,000);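 active means potentiation over 3 SD above the plate norm, cut at about 30% in these data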; further: 0% is about no effect
Target sequence (P14416 whole entry, looked up): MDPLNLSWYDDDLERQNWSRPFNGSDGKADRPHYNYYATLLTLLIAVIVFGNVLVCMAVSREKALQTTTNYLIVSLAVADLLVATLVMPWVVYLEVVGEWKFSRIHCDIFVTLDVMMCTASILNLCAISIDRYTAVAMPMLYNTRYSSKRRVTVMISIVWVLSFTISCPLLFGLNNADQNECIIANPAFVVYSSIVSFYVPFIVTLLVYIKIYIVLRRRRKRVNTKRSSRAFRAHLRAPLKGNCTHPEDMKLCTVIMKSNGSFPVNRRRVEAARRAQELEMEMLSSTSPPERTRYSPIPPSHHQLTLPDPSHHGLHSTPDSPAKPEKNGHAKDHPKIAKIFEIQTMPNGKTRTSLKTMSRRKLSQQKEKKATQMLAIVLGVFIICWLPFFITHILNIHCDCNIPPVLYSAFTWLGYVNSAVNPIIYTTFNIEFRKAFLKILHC
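Potentiation of an EC20 dopamine calcium response is measured in a force-coupled, tetracycline-inducible Hek293 Trex D2 line. Compound-only kinetic reads over 180 s flag agonists before dopamine addition.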
D2 ag: D2 dopamine receptor (human) agonism; activation, % at 2 µM; actives 0.53% (n = 340,000); HEK293 T-REx D2 cells, calcium flux agonist mode; AID 485358;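 active means activation over 3 SD above normal in the single-dose calcium agonist read, cut at about 30% in these data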; further: 0% is about no effect
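In this primary screen, compounds producing a positive calcium signal within 180 s of addition to tetracycline-induced, force-coupled HEK293 Trex D2 cells are flagged; cells are dye-loaded with a no-wash calcium kit beforehand.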
TRHR enhancer: allosterically enhances the human TRH receptor; P34981; TRHR cells, fluo-8 calcium fluorescence, EC20 TRH enhancement; enhancement, % at 2 µM; actives 0.66% (n = 360,000); AID 493056; in the data active means enhancement above about 30%; further: 0% is about no effect
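Enhancer read-out: after compound pinning and an initial kinetic agonist-mode read, an EC20 of TRH (10 nM final) was injected and fluo-8 calcium signal (Ex 480/Em 530) followed at 1 s/cycle for 100 cycles in TRHR-expressing cells.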
D2 antag: antagonists of human D2 dopamine receptor; P14416; HEK293 TREx D2 cells, calcium flux, dopamine EC80; inhibition, % at 10 µM; actives 2% (n = 340,000); AID 485344; in the data active means inhibition above about 30%; further: 0% is about no effect
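Inhibition of EC80 dopamine-driven calcium flux, recorded kinetically, defines activity here; cells are a tetracycline-induced HEK293 T-REx line expressing force-coupled D2.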
D1 potentiator: enhances dopamine response at the human D1 receptor. actives 0.036% (n = 360,000). potentiation, % at 10 µM. HEK293 TREx D1 cells, calcium flux, dopamine EC20 potentiation; in the data active means potentiation above about 30%; further: 0% is about no effect
Target sequence (P21728 whole entry, looked up): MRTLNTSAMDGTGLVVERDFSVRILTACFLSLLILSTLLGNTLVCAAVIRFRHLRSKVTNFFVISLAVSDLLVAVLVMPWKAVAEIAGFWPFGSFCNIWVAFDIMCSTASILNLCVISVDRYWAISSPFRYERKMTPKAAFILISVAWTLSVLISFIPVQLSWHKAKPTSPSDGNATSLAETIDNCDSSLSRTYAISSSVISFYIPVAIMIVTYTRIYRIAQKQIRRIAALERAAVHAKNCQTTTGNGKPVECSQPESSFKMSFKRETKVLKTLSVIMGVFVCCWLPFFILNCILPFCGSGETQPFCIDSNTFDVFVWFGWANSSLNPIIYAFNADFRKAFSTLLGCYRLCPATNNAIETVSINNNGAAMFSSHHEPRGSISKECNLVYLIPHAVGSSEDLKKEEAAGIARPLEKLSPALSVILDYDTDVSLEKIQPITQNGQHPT
D1 agonist: agonists of human D1 dopamine receptor. P21728. HEK293 T-REx D1 cells, calcium flux, agonist mode. activation, % at 2 µM. actives 1% (n = 360,000). AID 504660; further: 0% is about no effect
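Agonism was scored from calcium flux recorded over 180 s (1 read/s) after pintool compound addition, following a 10-cycle baseline. Cells were inducible force-coupled HEK293 TREx D1, plated overnight at 30 C and loaded with no-wash calcium dye.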
RXFP1 antagonist: blocks the human relaxin receptor RXFP1; Q9HBX9; HEK293-RXFP1, relaxin-stimulated cAMP HTRF, 30 min; active compounds read low; activity change, negative = inhibition, % at 57.5 µM; actives 0.59% (n = 350,000);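 active means activity change of -60% or lower, but not beyond a set lower limit; inconclusive means change between -60% and -40%, or beyond the set limit; inactive means change above -40%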; further: on the % scale 0 is the no-effect control and ±100 the full control effect
D1 antag: blocks dopamine activation of the human D1 receptor. P21728. HEK293 TREx D1 cells, calcium flux, dopamine EC80; active compounds read low. activity change, negative = inhibition, % at 10 µM. actives 3.2% (n = 360,000). AID 504652; in the data active means activity change below about -30%; further: on the % scale 0 is the no-effect control and ±100 the full control effect
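Allosteric or orthosteric antagonism assessed as attenuation of the calcium response to EC80 dopamine, added 180 s after compound, in induced HEK293 Trex D1 cells loaded with no-wash calcium dye.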
TRHR agonist: TRH receptor (human) agonism; TRHR cells, calcium flux fluo-8, FDSS agonist mode; activation, % at 2 µM; actives 0.18% (n = 360,000); AID 493084; further: 0% is about no effect
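Fluo-8-loaded TRHR cells; 10 s baseline, compound added, kinetic Ca2+ fluorescence read 1/s, agonist mode.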
An asterisk follows results filed as active; ? = inconclusive; · = not tested or not shown; & = joins results of further samples. Unless noted, no stated cut-off is given here; in the data, active means activation above about 30%; inactive means the rest. Random draw from the library; about 7.1% have a hit in one of these screens.

SMILES	D2 potentiator	D2 ag	TRHR enhancer	D2 antag	D1 potentiator	D1 agonist	RXFP1 antagonist	D1 antag	TRHR agonist
Cc1cc(C(=O)Nc2ccc([N+](=O)[O-])cn2)cs1	12	0.1	-6	30*	6	3	20	-17	0.0
COc1cc2c(cc1OC)/C(=C/c1ccc(Br)cc1)C(=O)OC2	4	0.2	13	-7	-3	1	-17	-9	-0.1
CCOCCCNC(=O)C(c1ccc(C)cc1)N(Cc1ccc2c(c1)OCO2)C(=O)c1ccc(NC(C)=O)cc1 (centres undefined)	-4	0.6	-5	·	0	0	-9	-12	-0.1
O=C(c1nn(Cc2ccccc2)c(=O)c2ccccc12)N1CCc2ccccc2C1	3	-1.1	-10	-8	3	2	6	7	-0.3
Clc1ccc(C(c2nnnn2C2CCCCC2)N(Cc2cccnc2)Cc2ccco2)cc1 (centres undefined)	0	0.9	0	-20	-3	1	-12	-3	1.2
OCC1(Cc2ccccc2)CCCN(Cc2cnn(-c3ccccc3)c2)C1 (centres undefined)	-23	0.3	1	1	-8	8	-17	-5	0.9
O=C(Cn1nnc(-c2ccc(Cl)cc2)n1)NC1CC2CCC1C2 (centres undefined)	11	0.5	9	2	-6	2	-31	-34*	-0.1
Cc1ccc(C)n1-c1ccc2c(c1)COC2=O	0	1.2	-3	12	-4	1	·	5	0.2
Cn1c(C(=O)OC(C(=O)NC2CCCCC2)c2ccccn2)cc2sccc21 (centres undefined)	2	2.7	-4	-15	-1	1	-6	-4	0.0
COc1ccc(-n2c(O)c(/C=N/NS(=O)(=O)c3cccc([N+](=O)[O-])c3)c3ccccc3c2=O)cc1OC	-5	-0.4	5	4	1	1	-9	3	0.0
Cc1nn(-c2ccccc2)c2nc(-c3ccco3)cc(C(=O)O)c12	·	·	13	·	-4	1	-6	7	0.5
CC(=O)Nc1cccc(NC(=O)c2ccc(C(=O)Nc3cccc(NC(C)=O)c3)nc2)c1	-3	0.5	13	-10	5	3	-1	35	0.2
O=C(CCc1nc2ccccc2c(=O)[nH]1)OCC(=O)c1cccc(Cl)c1	-2	-1.2	-6	-5	-9	3	-1	5	-1.0
Cc1ccc(Sc2ncccc2C(=O)NCc2cc([N+](=O)[O-])ccc2O)c(C)c1	2	0.7	-1	9	10	4	-3	1	1.3
COC(=O)Nc1ccc(S(=O)(=O)N2CCCC(C(=O)N3CCOCC3)C2)cc1 (centres undefined)	-2	-0.1	1	-9	-20	1	2	-23	0.7
C=CCC(=O)OCC(=O)Nc1ccc(Oc2ccccc2)cc1	-3	-1.2	-9	-18	-9	3	·	-35*	0.2
CSc1cccc(NC(=O)CCCn2c(=O)c3cccn3c3cccnc32)c1	8	0.5	-9	4	0	1	5	21	-1.9
Fc1ccc(C(c2nnnn2CCc2ccccc2)N2CCCc3ccccc32)cc1 (centres undefined)	-13	-0.7	-4	-5	-2	1	-2	5	0.3
CCC(=O)NCCc1sc2nc(-c3ccc(OC)cc3)nn2c1C	1	-2.8	-2	·	-1	-1	·	·	0.6
O=C(CSc1nc2ccccc2s1)CSc1nc2ccccc2s1	-10	-0.1	0	-21	-5	-1	-21	-1	0.6

Look-ups from the entries so far.
Under D2 potentiator, `CSc1cccc(NC(=O)CCCn2c(=O)c3cccn3c3cccnc32)c1` is entered as 8
Under TRHR enhancer, `CCC(=O)NCCc1sc2nc(-c3ccc(OC)cc3)nn2c1C` is entered as -2

3 of the entries above in order of their number in TRHR agonist, low to high.
| structure | TRHR agonist |
| --- | --- |
| O=C(CCc1nc2ccccc2c(=O)[nH]1)OCC(=O)c1cccc(Cl)c1 | -1.0 |
| C=CCC(=O)OCC(=O)Nc1ccc(Oc2ccccc2)cc1 | 0.2 |
| COC(=O)Nc1ccc(S(=O)(=O)N2CCCC(C(=O)N3CCOCC3)C2)cc1 (centres undefined) | 0.7 |

A draw from above in order of SMILES length, low to high.
SMILES	D2 potentiator	D2 ag	TRHR enhancer	D2 antag	D1 potentiator	D1 agonist	RXFP1 antagonist	D1 antag	TRHR agonist
Cc1ccc(C)n1-c1ccc2c(c1)COC2=O	0	1.2	-3	12	-4	1	·	5	0.2
O=C(c1nn(Cc2ccccc2)c(=O)c2ccccc12)N1CCc2ccccc2C1	3	-1.1	-10	-8	3	2	6	7	-0.3
COC(=O)Nc1ccc(S(=O)(=O)N2CCCC(C(=O)N3CCOCC3)C2)cc1 (centres undefined)	-2	-0.1	1	-9	-20	1	2	-23	0.7

(list continues)
SMILES	D2 potentiator	D2 ag	TRHR enhancer	D2 antag	D1 potentiator	D1 agonist	RXFP1 antagonist	D1 antag	TRHR agonist
COc1ccc(OC(C)C(=O)Nc2cccc([N+](=O)[O-])c2)cc1 (centres undefined)	-11	-2.1	-3	-7	-6	7	-1	-9	-0.3
O=C(NCC(c1cccs1)N1CCOCC1)c1ccccc1NS(=O)(=O)c1cccc([N+](=O)[O-])c1 (centres undefined)	·	·	-16	·	-2	5	0	-7	-0.4
CC1(C)Cc2c(c(=S)nc(-c3ccccc3)n2CCO)CO1	5	-0.1	20	1	0	4	0	3	-0.4
COc1cc(C(=O)Nc2ccc([N+](=O)[O-])cn2)cc(OC)c1OC	-28	0.4	-2	-6	-5	0	·	15	0.4
CCOC(=O)C1(Cc2cccc(OC)c2)CCCN(Cc2c(C)nn(C(C)C)c2C)C1 (centres undefined)	-9	-0.6	-4	-16	-5	0	7	-13	-0.1
O=C(O)CC12CC3CC(C1)CC(n1cncn1)(C3)C2	-2	0.4	-1	-14	-9	1	-34	14	0.1
Cc1ccc(S(=O)(=O)/C(C#N)=C/c2c(N3CCOCC3)nc3c(C)cccn3c2=O)cc1	-5	1.6	1	5	-2	17	-13	-4	2.8
COc1cc(CN(C2CCCCC2)S(=O)(=O)c2ccc(S(=O)(=O)N(C)C3CCCCC3)cc2)cc(OC)c1OC	-17	1.0	-4	-5	-5	2	3	-9	0.4
COc1ccccc1C(=O)O/N=C1/CCCc2c1ccc(OC)c2[N+](=O)[O-]	-3	-0.7	-4	-13	1	2	0	-3	-0.5
CCN(/N=C/c1ccccc1)c1cc(=O)n(C)c(=O)[nH]1	0	-1.0	-3	2	-5	1	6	-3	-0.4
Oc1ccccc1-c1cc(C(F)(F)C(F)F)nc(-c2ccccc2)n1	8	1.4	8	2	0	3	13	5	0.5
COC(=O)c1ccc(/C=C/C(=O)c2cccc(OC)c2)cc1	-3	·	-7	·	-10	0	?	4	-1.3
Cc1ccc(S(=O)(=O)N2CCCc3cc(NC(=O)c4c(F)cccc4F)ccc32)cc1	-2&-7	-0.3&0.8	-2&-4	-20	-5&-1	10&0	-14&-3	-16&-11	0.7&0.6
COc1ccc(CCNC(=O)c2n[nH]c(=O)c3ccccc23)cc1	18	0.4	12	4	-6	6	-4	-23	0.1
CCC1Oc2ccccc2N(CC(=O)NCc2ccco2)C1=O (centres undefined)	·	·	0	·	-2	1	5	1	1.3
CCCC12CN3CC(C)(CN(C1)C31CCCCC1)C2=O	8	-0.1	-2	-8	4	3	-15	-3	0.4
COc1ccc(C(=O)N/C(=C/c2cccs2)C(=O)NCCCn2ccnc2)cc1OC	18	0.3	-3	-6	-4	5	-21	14	-0.3
Cc1ccc(/C=C/C(=O)NCCc2cccc(Cl)c2)o1	-4	0.0	-4	-2	7	1	-16	-2	-1.2
CCOC(=O)c1[nH]c2ccc(F)cc2c1NC(=O)CCN1CCOCC1	1	2.0	5	2	1	2	0	-14	0.0
COC(=O)c1ccc(-c2nc3cc(NC(C)=O)ccc3o2)cc1	-3	-3.0	-4	·	-2	0	-1	8	-0.2

Fetched one by one from the entries so far, three records:
SMILES	D2 potentiator	D2 ag	TRHR enhancer	D2 antag	D1 potentiator	D1 agonist	RXFP1 antagonist	D1 antag	TRHR agonist
CCCC12CN3CC(C)(CN(C1)C31CCCCC1)C2=O	8	-0.1	-2	-8	4	3	-15	-3	0.4
Cc1ccc(S(=O)(=O)N2CCCc3cc(NC(=O)c4c(F)cccc4F)ccc32)cc1	-2&-7	-0.3&0.8	-2&-4	-20	-5&-1	10&0	-14&-3	-16&-11	0.7&0.6
CCN(/N=C/c1ccccc1)c1cc(=O)n(C)c(=O)[nH]1	0	-1.0	-3	2	-5	1	6	-3	-0.4

(more compounds)
SMILES	D2 potentiator	D2 ag	TRHR enhancer	D2 antag	D1 potentiator	D1 agonist	RXFP1 antagonist	D1 antag	TRHR agonist
CCC(=O)OC1=C(C(C)=O)N(Cc2ccccc2)S(=O)(=O)c2ccccc21	0	1.0	1	·	0	2	-9	-8	0.2
CSc1cccc(NC(=S)N(Cc2ccccc2)Cc2cccnc2)c1	3	-0.3	-2	-11	-7	3	6	1	0.7
CC1(CCc2ccccc2)NC(=O)N(CC(=O)N2CCCCCC2)C1=O (centres undefined)	-7	-0.3	6	-6	-7	0	-5	0	0.1
Cn1cnc(S(=O)(=O)N2CCN(c3ccc(F)cc3)CC2)c1	-3	0.5	5	-12	-3	1	0	-14	-0.1
O=C1CC(N2CCN(c3ccc(O)cc3)CC2)C(=O)N1c1ccc2c(c1)OCO2 (centres undefined)	6	1.0	3	-10	2	1	9	-16	0.4
COC(=O)c1ccccc1NC(=O)c1cc([N+](=O)[O-])nn1Cc1ccccc1	5	1.4	-1	4	-7	1	4	3	-0.1
CCC(C)NC(=O)CNC(=O)Cn1c(C)cc2ccccc2c1=O (centres undefined)	1	0.5	3	0	0	3	18	21	0.4
O=C(/C=C/c1ccc(S(=O)(=O)N2CCOCC2)cc1)NCc1ccccc1Cl	·	·	-3	·	9	6	11	0	-0.1
O=c1[nH]c(-c2ccccc2)c(-c2ccccc2)o1	12	0.6	3	-14	3	1	6	1	0.0
CC(/C=C1\SC(=S)N(CCC(=O)Nc2ccc(O)cc2)C1=O)=C\c1ccccc1	5	0.0	-4	0	-2	3	-3	2	1.3
Cc1ccc(-c2nc3ccccn3c2Nc2ccc3c(c2)OCO3)cc1	0	-0.6	-4	·	3	1	17	-8	-0.9
COc1ccc(NC(=O)COC(=O)CO/N=C(\C)c2ccc3c(c2)OCO3)cc1S(N)(=O)=O	-7	-0.8	0	11	·	3	-5	-10	0.1
Cc1ccc(CN2CCSc3ccc(C(=O)N4CCN(c5ccccc5)CC4)cc32)cc1	2	1.4	-7	·	5	6	-10	17	0.5
Clc1nssc1=Nc1ccc(Br)cc1	19	12	2	1	-6	34*	-28	-11	0.9
